# RORg inh: inhibitors of mouse ROR gamma transcriptional activity; 5.4% of 310,000 active; P51450; AID 2551; Potency, µM (doses to about 53.6 µM), inactives show top-dose activity change, negative = inhibition, most hits filed as inhibitors; Drosophila S2 Gal4-RORgamma UAS-luciferase reporter, 20 h; also: potency is read from the fitted curve at half-maximal effect; nearly all actives have a fitted effect of over 60% in size
# Target sequence (P51450 whole entry, looked up, the tested form may be a part): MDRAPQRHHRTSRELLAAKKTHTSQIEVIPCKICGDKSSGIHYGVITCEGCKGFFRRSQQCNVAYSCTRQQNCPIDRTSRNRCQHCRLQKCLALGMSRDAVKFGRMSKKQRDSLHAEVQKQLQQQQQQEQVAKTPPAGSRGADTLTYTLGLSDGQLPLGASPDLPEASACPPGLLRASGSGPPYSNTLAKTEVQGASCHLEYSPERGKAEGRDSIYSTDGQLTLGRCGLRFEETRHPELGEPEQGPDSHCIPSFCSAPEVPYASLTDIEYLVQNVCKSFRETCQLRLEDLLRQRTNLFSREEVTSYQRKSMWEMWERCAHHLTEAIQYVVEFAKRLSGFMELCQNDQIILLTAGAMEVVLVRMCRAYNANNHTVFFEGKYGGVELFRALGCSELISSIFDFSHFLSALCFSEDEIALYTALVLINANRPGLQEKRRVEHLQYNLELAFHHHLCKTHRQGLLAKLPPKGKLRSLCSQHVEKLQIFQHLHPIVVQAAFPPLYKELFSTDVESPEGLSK
#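 Luciferase reporter read in Schneider cells carrying Gal4-RORγ (mouse) and UAS-Photinus luciferase; cells given compound 1 h before 700 uM copper sulfate induction, then incubated 20 h at ambient temperature.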
# VP16 counter: inhibits Gal4-VP16 luciferase reporter, ROR gamma counter-screen | Drosophila S2 Gal4-VP16 UAS-luciferase, luminescence, 20 h | Potency, µM (doses to about 53.6 µM), without a hit: at the highest dose activity, negative = inhibition, actives largely listed as inhibitors | 3.5% of 310,000 active | AID 2546;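 also: Gal4-VP16 expression switched on by copper sulfate through the metallothionein promoter; potency is read from the fitted curve at half-maximal effect; nearly all actives have a fitted effect of over 50% in size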
# FBPA coupling cs: inhibits coupling enzyme system, counter-screen for aldolase hits; coupling enzyme system counterscreen, AmpLite Red fluorescence; activity change, negative = inhibition, % at 58.2 µM, hits read low; 0.67% of 290,000 active; AID 2472; in the data active = activity change below about -30%
#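 Counterscreen lacking aldolase: glyceraldehyde-3-phosphate coupling-enzyme reagent preincubated 10 min at RT with compound (at 57.5 uM final), then substrate/coupling system with AmpLite Red added; fluorescence read at 525/598 nm after 20 min RT.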
# The depositor's hits bear a star; ? = inconclusive; & = joins results of further samples; [ ] = another dose, or the depositor's remark. Unless noted, calls follow the shape of the dose curve; as a rule, active = well fitted curve in the direction sought with a large enough effect; inconclusive = small, poorly fitted or top-dose-only effect, or another doubt; inactive = no such curve, though single readings can be large; an effect the other way counts as inactive or inconclusive. % is scaled to controls: 0 for no effect and ±100 for the full control effect. The list is partial (hit frequency here may not be typical).
SMILES,RORg inh,VP16 counter,FBPA coupling cs
CCCC[C@@H](C)[C@@H](OC(=O)C[C@@H](CC(=O)O)C(=O)O)[C@H](C[C@@H](C)CCCCCC[C@@H](O)C[C@H](O)[C@H](C)N)OC(=O)C[C@@H](CC(=O)O)C(=O)O,0%,-9%,9
COP(=S)(OC)Oc1ccc([N+](=O)[O-])c(C)c1,2%,-12%,0
CN(C)CCO,30%,2%,4
O[C@@H](Cc1ccncc1)C(Cl)(Cl)Cl,25%,-4%,0
COC(=O)[C@@H]1C[C@H]2CC[C@H](O)C[C@H]2N1CC1CC1,5%,10%,1
O=C1NO[C@@H]2CN[C@@H](C(=O)O)[C@H]12,-15%,6%,3
C[C@H](N)Cc1c[nH]c2ccc(OCc3cccs3)cc12,0%,3%,2
O=C(Oc1ccccc1)N1CCC2(CCCN(Cc3nccs3)C2)CC1,27%,2%,-1
COC(=O)C[C@](O)(CCCC(C)(C)O)C(=O)O[C@@H]1C(OC)=C[C@]23CCCN2CCc2cc4c(cc2[C@H]13)OCO4,?,?,-1
C=C(C)[C@]12C[C@@H](C)[C@@]34OC(Cc5ccccc5)(O[C@@H]1[C@@H]3C=C(COC(=O)Cc1cc(OC)c(O)cc1I)C[C@]1(O)C(=O)C(C)=C[C@@H]41)O2,8%,?,-6
O=C(Nc1cccc(F)c1)N1CCC2(CC1)CCN(C(=O)Oc1ccccc1)CC2,42%,?,0
CC1N(P(=O)(c2ccccc2)c2ccccc2)CC(O)(c2ccccc2)CC12CC2 (configuration not stated),-26%,-10%,3

# Taken from above.
# O=C1NO[C@@H]2CN[C@@H](C(=O)O)[C@H]12 in RORg inh → -15%
# O[C@@H](Cc1ccncc1)C(Cl)(Cl)Cl in VP16 counter → -4%

# (cont.)
SMILES,RORg inh,VP16 counter,FBPA coupling cs
CNC(=O)[C@H]1C[C@@H]1[C@H](NP(=O)(c1ccccc1)c1ccccc1)c1ccccc1,-2%,0%,4
CC(C)CN1CCCC2(CCN(C(=O)c3ccncc3)CC2)C1,5%,0%,0
CN1[C@@H](C[C@@H](O)c2ccccc2)CCC[C@@H]1C[C@H](O)c1ccccc1,-8%[16.9 µM],3%[17 µM],0
O=C1CC2OCC=C3CN4CCC56c7ccccc7N1C5C2C3CC46 (configuration not stated),-26%,-3%,-2
CCC[C@@](C)(COC(N)=O)COC(=O)NC(C)C,10%[16.9 µM],3%[17 µM],4
CCOP(=S)(OCC)OCCSCC,25%,-3%,3
C[C@@H]1C[C@H]2CC[C@H](O2)[C@H](C)C(=O)O[C@@H](C)C[C@@H]2CC[C@@H](O2)[C@@H](C)C(=O)O[C@H](C)C[C@H]2CC[C@H](O2)[C@H](C)C(=O)O[C@@H](C)C[C@@H]2CC[C@@H](O2)[C@@H](C)C(=O)O1,0.89µM*,1µM*,-1
O=S(=O)(c1ccc(Cl)cc1)c1cc(Cl)c(Cl)cc1Cl,-1%,-1%,-4
C=C(C)C(=O)CP(=O)(OCC)OCC,?,5%,5
CCCN1C[C@H](C)N([C@H](c2ccc(C(=O)N(CC)CC)cc2)c2cccc(OC)c2)C[C@H]1C,7%,1%,1
O=C1C=C2C(=CCOC2O)O1 (configuration not stated),1.1µM*,0.89µM*,0
COC(=O)[C@@H]1C[C@@]2(O)[C@H](O)[C@H](O)[C@H](O)C[C@H]2N1Cc1cccnc1,8%,-3%,0
CCC1(c2ccccc2)CCC(=O)NC1=O (configuration not stated),15%,11%,0
CC(=O)OC1C[C@H](O[C@@H]2C(O)C[C@H](O[C@@H]3C(O)C[C@@H](OC4CC[C@]5(C)C(CCC6C5CC(O)[C@@]5(C)C(C7=CC(=O)OC7)CC[C@@]65O)C4)OC3C)OC2C)O[C@H](C)[C@H]1O[C@H]1OC(CO)C(O)C(O)C1O (some centres not stated),-41%,-2%,0
C[N+]1([O-])[C@@H]2CC[C@H]1CC(OC(=O)[C@@H](CO)c1ccccc1)C2 (some centres not stated),-12%[16.9 µM],9%[17 µM],3
Clc1ccc(C(c2ccc(Cl)cc2)C(Cl)(Cl)Cl)cc1,-6%&11%,-3%&6%,0
O=C(CC[N+](=O)[O-])OCC1OC(O)C(OC(=O)CC[N+](=O)[O-])[C@@H](OC(=O)CC[N+](=O)[O-])C1OC(=O)CC[N+](=O)[O-] (some centres not stated),4%,-16%,2
CC(=O)OCC(N)C(=O)c1ccccc1 (configuration not stated),7%,2%,1
C[C@H](N)Cc1c[nH]c2ccc(O)cc12,3%,-6%,-9
CC1=C(O)C(=O)C=C2C1=CC=C1[C@]2(C)CC[C@@]2(C)C3C[C@](C)(C(=O)O)CC[C@@]3(C)CC[C@@]12C (some centres not stated),3.2µM*,?,2
O=C(Oc1cccc2cccnc12)c1ccccc1,1.4µM*,?,3
CC(C)NC(=O)N1CCC2(CCNCC2)CC1,-2%,-1%,3
NC[C@H](CC(=O)O)c1ccc(Cl)cc1,5%,-7%,0
O=S1OCC2C(CO1)C1(Cl)C(Cl)=C(Cl)C2(Cl)C1(Cl)Cl (configuration not stated),-25%&8%,0%&-13%,-2
c1ccc(N2CC3(CCNCC3)C2)nc1,-18%,-8%,1
CC/C=C\C/C=C\C/C=C\C/C=C\C/C=C\CCCC(N)=O,-16%,7%,2
C=CCN1CCC2(C)c3cc(O)ccc3C[C@H]1[C@H]2C,-8%,2%,0
C[C@@]12CCC(Cl)C[C@H]1CCC1C2CC[C@]2(C)C(=O)CCC12 (some centres not stated),7%,-1%,5
NC[C@H](CS(=O)(=O)O)c1ccc(Cl)cc1,-1%,-16%,1
CN1Cc2c(ccc3c2OCO3)[C@@H]2[C@@H](O)Cc3cc4c(cc3[C@@H]21)OCO4,-26%[16.9 µM],-9%[17 µM],1
OC(O)C(Cl)(Cl)Cl,1%,-4%,4
CCCCCCCCCCCCCCCCOC[C@@H](O)COP(=O)([O-])OCC[N+](C)(C)C,1%,4%,2
CCC/C=C(\CCC)C(NP(=O)(c1ccccc1)c1ccccc1)c1ccccc1 (configuration not stated),?,?,-5
CC(=O)N1CC[N+](C)(C)CC1,2%,-7%,6
Cc1ccc2c(c1)Cc1c(C(=O)NC3CCCCC3)nn(-c3ccc(Cl)cc3Cl)c1-2,1%,3%,-12
CCCCCCC(C)OC(=O)COc1ccc(Cl)cc1Cl (configuration not stated),-19%,-13%,2
CC[N+](CC)(CCCNC1=CC(=O)C(NCCC[N+](CC)(CC)Cc2ccccc2)=CC1=O)Cc1ccccc1,1%,-17%,-8
C=CCN1CC[C@@]23c4c5ccc(O)c4O[C@H]2/C(=N\N=C2/CC[C@@]4(O)[C@H]6Cc7ccc(O)c8c7[C@@]4(CCN6CC=C)[C@@H]2O8)CC[C@]3(O)[C@@H]1C5,1%,-12%,0
CCN1C[C@]2(C)CC[C@H](OC)[C@]34C5C[C@@H]6CC[C@@](O)(C5C(=O)O6)C(C13)[C@@H](OC(=O)c1ccccc1)C24,26%,-4%,4
CCN1C[C@]2(C)CC[C@H](O)[C@@]34C5C[C@@H]6[C@@H](OC)C[C@@](O)(C5[C@H]6O)[C@@H](CC23)[C@@H]14 (some centres not stated),1%,-10%,4
CC(C)(C)C(O)C(Oc1ccc(-c2ccccc2)cc1)n1cncn1 (configuration not stated),-15%,-1%,-1
CCC(=O)OC1CCC2C3CCC4=CC(=O)CC[C@@]4(C)C3CC[C@]12C (some centres not stated),36%,-18%,5
CN1CCCC2(CCN(C(=O)Oc3ccccc3)CC2)C1,3%,-4%,2
CO/C1=C\C(C)=C\[C@@H](C)[C@@H](O)[C@@H](C)C/C(C)=C/C=C\[C@H](OC)C([C@@H](C)[C@@H](O)[C@H](C)[C@@]2(O)C[C@@H](O)[C@H](C)C(C(C)C)O2)OC1=O (some centres not stated),44%[1.91 µM],-1%[1.91 µM],0
Clc1ccccc1C(c1ccccc1)(c1ccccc1)n1cccn1,2%,3%,3
Clc1ccc(C2CC3CCC2N3)cn1 (configuration not stated),-9%,1%,0
CN1CCCC2(CCN(C(=O)c3ccncc3)CC2)C1,0%,6%,0
NC(N)=NCCCCCCCCCCN=C(N)N,25%,2%,4

# Ordered by number of heavy atoms (falling): part of the list above
SMILES,RORg inh,VP16 counter,FBPA coupling cs
C=CCN1CC[C@@]23c4c5ccc(O)c4O[C@H]2/C(=N\N=C2/CC[C@@]4(O)[C@H]6Cc7ccc(O)c8c7[C@@]4(CCN6CC=C)[C@@H]2O8)CC[C@]3(O)[C@@H]1C5,1%,-12%,0
CO/C1=C\C(C)=C\[C@@H](C)[C@@H](O)[C@@H](C)C/C(C)=C/C=C\[C@H](OC)C([C@@H](C)[C@@H](O)[C@H](C)[C@@]2(O)C[C@@H](O)[C@H](C)C(C(C)C)O2)OC1=O (some centres not stated),44%[1.91 µM],-1%[1.91 µM],0
CC[N+](CC)(CCCNC1=CC(=O)C(NCCC[N+](CC)(CC)Cc2ccccc2)=CC1=O)Cc1ccccc1,1%,-17%,-8
CCN1C[C@]2(C)CC[C@H](OC)[C@]34C5C[C@@H]6CC[C@@](O)(C5C(=O)O6)C(C13)[C@@H](OC(=O)c1ccccc1)C24,26%,-4%,4
CCCCCCCCCCCCCCCCOC[C@@H](O)COP(=O)([O-])OCC[N+](C)(C)C,1%,4%,2
CCC/C=C(\CCC)C(NP(=O)(c1ccccc1)c1ccccc1)c1ccccc1 (configuration not stated),?,?,-5
CCN1C[C@]2(C)CC[C@H](O)[C@@]34C5C[C@@H]6[C@@H](OC)C[C@@](O)(C5[C@H]6O)[C@@H](CC23)[C@@H]14 (some centres not stated),1%,-10%,4
CN1Cc2c(ccc3c2OCO3)[C@@H]2[C@@H](O)Cc3cc4c(cc3[C@@H]21)OCO4,-26%[16.9 µM],-9%[17 µM],1
CCC(=O)OC1CCC2C3CCC4=CC(=O)CC[C@@]4(C)C3CC[C@]12C (some centres not stated),36%,-18%,5
CN1CCCC2(CCN(C(=O)Oc3ccccc3)CC2)C1,3%,-4%,2
CN1CCCC2(CCN(C(=O)c3ccncc3)CC2)C1,0%,6%,0
NC(N)=NCCCCCCCCCCN=C(N)N,25%,2%,4
Clc1ccc(C2CC3CCC2N3)cn1 (configuration not stated),-9%,1%,0
CC(=O)N1CC[N+](C)(C)CC1,2%,-7%,6
OC(O)C(Cl)(Cl)Cl,1%,-4%,4

# (list continues)
SMILES,RORg inh,VP16 counter,FBPA coupling cs
NP(N)(=O)NC(=O)c1ccc(F)cc1,2%,-8%,3
COc1ccc(C2Oc3c(I)c(OC)cc(OC)c3CC2O)cc1OC (configuration not stated),13%,8%,-2
COC1=C[C@]23CCCN2CCc2cc4c(cc2[C@@H]3[C@@H]1O)OCO4,7%,-7%,0
O[C@@H]1[C@H](O)[C@H]2[C@@H](O)CCN2C[C@@H]1O,-7%,-6%,2
C[C@@H]1CC[C@H]2[C@H](C)[C@H]3CC[C@@]4(O)[C@@H]5CC(=O)[C@H]6CC(=O)CC[C@]6(C)[C@H]5C[C@H]4[C@@H]3CN2C1,-1%,-3%,-4
CC1C(=O)OC2C(O)C34C5OC(=O)[C@@]3(OC3OC(=O)[C@H](O)[C@]34C(C(C)(C)C)C5O)[C@]12O (some centres not stated),15%,-1%,4
C/C(O)=C(/C#N)C(=O)Nc1cc(Br)ccc1Br,9%,2%,16
CC1O[C@@H](OC2CC[C@@]3(C=O)C4CC[C@]5(C)C(C6=CC(=O)OC6)CC[C@@]5(O)C4CC[C@]3(O)C2)C(O)C(O)C1O (some centres not stated),15%,-1%,6
CN1CCCCC1Cn1cc(C(=O)c2cc([N+](=O)[O-])ccc2I)c2ccccc21 (configuration not stated),24%,1%,0
CC1=C2C3OC(=O)[C@H](C)[C@H]3CC[C@@]2(C)C=CC1=O (some centres not stated),16%,0%,3
CC1(C)S[C@@H]2[C@H](N)C(=O)N2C1C(=O)O (some centres not stated),-2%,-8%,3
CCCCC/C=C\C/C=C\C/C=C\C=C\[C@H](CCCC(=O)O)OO,-26%,-2%,0
Cc1ccc2c(c1)C1(CCN(CCc3nc(-c4ccccc4)oc3C)CC1)OC(=O)N2,28%,-26%,0
CCOC(=O)c1ncn2c1[C@H]1CCCN1C(=O)c1cc(OC)ccc1-2,9%,6%,3
COc1cc2c(cc1OC)[C@@H]1C(=O)c3ccc4oc(C(C)C)cc4c3OC1CO2 (some centres not stated),5µM*,0.32µM*,0
CC1Cc2c(cnc3c2CN(C)CC3)CO1 (configuration not stated),-9%[10 µM],3%[10 µM],-14
CON(C)C(=O)Nc1ccc(Br)c(Cl)c1,18%,-10%,-1
O=C(Nc1ccccc1)c1ccccc1I,26%,-12%,-3
CO/C1=C\C(C)=C\[C@@H](C)[C@@H](O)[C@@H](C)C/C(C)=C/C=C/[C@H](OC)[C@@H]([C@@H](C)[C@@H](O)[C@H](C)[C@@]2(O)C[C@@H](O)[C@H](C)C(C(C)C)O2)OC1=O (some centres not stated),6.3µM*,7.1µM*,-10
Cc1cccc(NC(=O)N[C@@H]2N=C(c3ccccc3)c3ccccc3N(CC(=O)c3ccccc3C)C2=O)c1,3%,0%,1
C=C[C@]12CN(C)[C@H]3C1[C@@]1(C(=O)Nc4ccccc41)[C@H]1C[C@H]2[C@H]3CO1,1%[16.9 µM],-1%[17 µM],1
